# Screens as filed in PubChem BioAssay.
# VIM-2 inh = inhibitors of Pseudomonas aeruginosa VIM-2 metallo-beta-lactamase; inhibition, % at 5.6 µM; purified VIM-2, nitrocefin hydrolysis, epi-absorbance fluorescence; 290,000 compounds, 0.89% hits; AID 1527;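 active = inhibition above the mean of all tested compounds plus 3 SD, cutoff set per screening run, cut at about 7.5% in these data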;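 also: red hydrolysis product quenches plate fluorescence so inhibitors raise well fluorescence; 0% = enzyme with DMSO and 100% = DMSO without enzyme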
# IMP-1 inhibitor = inhibitors of Pseudomonas aeruginosa IMP-1 metallo-beta-lactamase; purified IMP-1, nitrocefin hydrolysis, epi-absorbance fluorescence; 290,000 compounds, 0.45% hits; AID 1556; inhibition, % at 5.6 µM;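 active = inhibition above the mean plus 3 SD of all compounds in the same screening run, cut at about 4.5% in these data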;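 also: 0% = IMP-1 with DMSO and 100% = DMSO wells lacking enzyme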
#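 assay system = purified recombinant IMP-1 metallo-beta-lactamase enzyme | schedule = 15 min preincubation plus 25 min reaction at 25 °C | signal = Epi-absorbance fluorescence, 480 nm excitation, 530 nm emission | read-out basis = percent inhibition from optical density relative to buffer-blank wells | controls = IMP-1 with DMSO as 0%, enzyme-free DMSO as 100%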
# SUMO HTRF inh = blocks human SUMOylation mediated by UBC9. P63279. HTRF SUMOylation assay, SAE1/SAE2 + UBC9, in vitro. inhibition, % at 35 µM. 290,000 compounds, 0.36% hits; in the data active = inhibition above about 50%, passing the limit was not always enough; inconclusive = no clear call, values can overlap the other calls; also: strong numbers were not always called active
# GalR3 antag = antagonists of human GalR3 | O60755 | HEK293 GalR3-CNG cAMP membrane potential fluorescence; galR3 body fused to GalR1 C-terminus | inhibition, % at 3 µM | 360,000 compounds, 0.44% hits | AID 651719;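 active = inhibition above the screen-wide average plus 3 SD, cut at about 13% in these data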;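 also: forskolin and galanin both at EC90 stimulate the cells; cAMP rise reported by CNG channel membrane potential dye signal; 0% = forskolin plus galanin with DMSO and 100% = forskolin alone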
# CRFR2-BP antag = antagonists of CRF-binding protein/CRF-R2 receptor complex. HEK293 CRF-R2/CRF-BP, CRF-induced calcium fluorescence. inhibition, % at 11.8 µM. 350,000 compounds, 0.59% hits. AID 588475;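 active = inhibition of the ligand-induced calcium signal above about 50% at the single tested concentration, limit read from the data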
# IDE inh = cellular human IDE inhibition | P14735 | HEK cells, FAbetaB cleavage, fluorescence polarization | inhibition, % at 5.59 µM | 320,000 compounds, 0.41% hits;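 active = percent inhibition above the average of all tested compounds plus 3 SD, set per screening campaign, cut at about 16% in these data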;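 also: IDE supplied by intact live HEK cells; FP after avidin binding of uncleaved biotin substrate so inhibition keeps polarization high; 0% = DMSO wells and 100% = 60 µM reference IDE inhibitor Ii1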
# Target sequence (P14735 whole entry, looked up): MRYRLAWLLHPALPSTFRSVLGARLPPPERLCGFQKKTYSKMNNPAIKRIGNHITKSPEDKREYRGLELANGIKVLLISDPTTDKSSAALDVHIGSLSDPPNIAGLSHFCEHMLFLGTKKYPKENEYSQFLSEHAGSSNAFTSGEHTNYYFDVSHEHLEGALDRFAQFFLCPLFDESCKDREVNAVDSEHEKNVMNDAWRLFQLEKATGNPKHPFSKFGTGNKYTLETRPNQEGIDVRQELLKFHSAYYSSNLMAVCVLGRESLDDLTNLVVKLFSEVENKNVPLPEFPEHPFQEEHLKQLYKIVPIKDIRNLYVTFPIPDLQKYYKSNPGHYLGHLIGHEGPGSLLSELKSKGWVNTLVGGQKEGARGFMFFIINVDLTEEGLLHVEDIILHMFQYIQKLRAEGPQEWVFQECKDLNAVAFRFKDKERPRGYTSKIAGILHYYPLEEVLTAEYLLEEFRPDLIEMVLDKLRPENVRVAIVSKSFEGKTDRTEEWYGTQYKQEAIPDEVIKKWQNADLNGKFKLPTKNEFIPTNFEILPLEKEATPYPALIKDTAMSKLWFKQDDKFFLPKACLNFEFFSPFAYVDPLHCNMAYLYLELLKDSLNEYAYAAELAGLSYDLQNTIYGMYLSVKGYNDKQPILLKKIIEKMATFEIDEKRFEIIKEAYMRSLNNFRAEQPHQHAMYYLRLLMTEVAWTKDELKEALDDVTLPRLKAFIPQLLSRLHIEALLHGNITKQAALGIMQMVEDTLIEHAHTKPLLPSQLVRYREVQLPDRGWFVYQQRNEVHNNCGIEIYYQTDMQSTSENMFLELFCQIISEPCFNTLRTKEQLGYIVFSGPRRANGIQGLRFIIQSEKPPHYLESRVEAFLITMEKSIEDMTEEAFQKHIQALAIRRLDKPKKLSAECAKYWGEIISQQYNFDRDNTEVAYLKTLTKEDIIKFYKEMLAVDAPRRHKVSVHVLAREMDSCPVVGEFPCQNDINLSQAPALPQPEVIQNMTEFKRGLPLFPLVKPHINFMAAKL
# pCIP destab = compounds decreasing mouse p/CIP protein stability; F442A p/CIP-EGFP cells, EGFP fluorescence, 16 h; decrease of EGFP signal, % at 10 µM; 290,000 compounds, 0.01% hits; AID 1984;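 active = EGFP signal decrease of at least 30% at 10 µM or well 3 SD below plate mean, unless failing retest; inactive = the rest, including hits failing retest or dose response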; also: some compounds called inactive have numbers as strong as hits; many of its hits are not listed in these tables
# HCV NS3 hel inh = inhibitors of Hepatitis C virus NS3 helicase; NS3 helicase DNA unwinding, Cy5 molecular beacon fluorescence; inhibition, % at 10.9 µM; 290,000 compounds, 0.56% hits; AID 1800;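 active = inhibition above the mean of all tested compounds plus 3 SD, set per campaign, cut at about 35% in these data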;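 also: 0% = DMSO wells and 100% = thioflavine S control wells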
#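 Assay system – hepatitis C virus NS3 helicase domain fragment enzyme · Buffer or medium – MOPS pH 6.5, MgCl2, DTT, Tween20, BSA · Reagent – Cy5/quencher beacon DNA duplex and ATP to start · Compound – single 10.9 µM dose · Timing – 1 h at 25 °C · Technique – Cy5 beacon fluorescence read at start and 1 h · Measure – % inhibition of unwinding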
# IDE act = activators of human insulin-degrading enzyme in cells; HEK cells, FAbeta-B cleavage, fluorescence polarization; 0% vehicle, 100% cell-free pure enzyme wells; P14735; activation, % at 5.96 µM; AID 493087; 340,000 compounds, 0.073% hits;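 active = activation above the mean of all tested compounds plus 3 SD, set per screening campaign, cut at about 17% in these data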
# Numbers without * were called inactive; ? = inconclusive; nt = no result given.
mol	VIM-2 inh	IMP-1 inhibitor	SUMO HTRF inh	GalR3 antag	CRFR2-BP antag	IDE inh	pCIP destab	HCV NS3 hel inh	IDE act
CCCNC(=S)NC1CC2CCC(C1)N2Cc1ccccc1 (centres undefined)	-2.5	-3.8	10	0	3	3	-13	-2	5
COc1ccccc1OCCNC(=O)Cc1ccc(S(=O)(=O)N2CCOCC2)s1	nt	nt	nt	-3	4	5	nt	nt	3
Cc1sc2nc(CN3CCCC3)nc(N3CCC(C(N)=O)CC3)c2c1C	-2.5	-3.3	8	-4	4	9	-12	-9	-1
COc1cc(/C=C(\CC(=O)O)c2nc3ccccc3s2)cc(OC)c1O	3.2	-3.1	28	-4	-8	13	-23	4	-20
O=C(Nc1cccc(-c2nc3cc(Cl)ccc3o2)c1)C1CCCO1 (centres undefined)	-0.3	-3.0	0	-7	-9	1	6	-9	-9
O=C(NCc1cccs1)c1cccc(Nc2nc3ccc(Br)cc3[nH]2)c1	-2.1	-2.9	-16	-5	9	2	-3	-26	0
CC1CCCC(NC(=O)CSc2ncccc2C(=O)O)C1C (centres undefined)	-0.6	0.9	5	-3	33	-3	-6	0	2
CCOC(=O)C1=C(CC)Nc2ccccc2N=C1NC(=O)c1cccc(S(=O)(=O)N2CCOCC2)c1	nt	nt	nt	-3	-10	-3	nt	nt	5
Cc1nnc(SCC(=O)Nc2ccc(S(=O)(=O)N3CCCC3)cc2)n1N	-3.3	-1.6	-4	-1	12	-2	0	-13	0
COc1ccc(N(CC(=O)Nc2cccc(C(=O)O)c2)S(=O)(=O)c2c(C)noc2C)cc1	0.0	-3.1	-1	1	-16	9	4	12	4
O=C(CNC(=O)c1ccccc1)NCC(=O)OCC(=O)c1ccc([N+](=O)[O-])cc1	1.3	-2.7	-8	0	11	4	9	9	-5
O=C(Cn1c(=O)[nH]c2ccsc2c1=O)N1CCN(c2ccc(F)cc2)CC1	-1.7	-2.8	13	-3	-30	3	-7	-11	nt
N#Cc1c(-c2ccc(Cl)cc2)ccn2nc(CCC(=O)O)nc12	-1.4	-6.1	14	0	3	-2	-22	2	-8
CCC(=O)n1nc(-c2ccc(OC)cc2)nc1SC	-0.7	-0.2	0	-4	26	1	-9	0	1
CC(C)(C)C(=O)NC1(C(F)(F)F)NC(=O)N(Cc2ccccc2)C1=O (centres undefined)	0.7	0.2	15	-4	1	-4	-6	-4	-5
O=C(CC(Cc1ccccc1)C(=O)O)Nc1ccccc1 (centres undefined)	-0.1	-1.0	-6	-2	-7	-2	-4	17	6
COc1ccc(-c2cc3nc4n(c(=O)c3s2)CCC4)cc1	-3.2	-1.6	6	0	10	3	-2	9	2
O=Cc1ccc(O)cc1O	-1.6	-1.8	12	-5	10	5	-2	4	6
COc1ccccc1C(=O)NC(=S)Nc1ccc(NC(=O)c2cccs2)cc1	-1.5	-2.5	-2	2	-6	-4	-4	-3	7
CCCn1c(NC(=O)CSCC(=O)Nc2cc(C)on2)nc2ccccc21	nt	nt	nt	-1	12	-2	nt	nt	1

# Sorted by count of non-hydrogen atoms (high to low): some entries from above
mol	VIM-2 inh	IMP-1 inhibitor	SUMO HTRF inh	GalR3 antag	CRFR2-BP antag	IDE inh	pCIP destab	HCV NS3 hel inh	IDE act
COc1ccccc1C(=O)NC(=S)Nc1ccc(NC(=O)c2cccs2)cc1	-1.5	-2.5	-2	2	-6	-4	-4	-3	7
O=C(Cn1c(=O)[nH]c2ccsc2c1=O)N1CCN(c2ccc(F)cc2)CC1	-1.7	-2.8	13	-3	-30	3	-7	-11	nt
COc1ccc(-c2cc3nc4n(c(=O)c3s2)CCC4)cc1	-3.2	-1.6	6	0	10	3	-2	9	2

# (cont.)
mol	VIM-2 inh	IMP-1 inhibitor	SUMO HTRF inh	GalR3 antag	CRFR2-BP antag	IDE inh	pCIP destab	HCV NS3 hel inh	IDE act
COc1cc2nc(C3CCC3)nc(N3CCN(c4ccccn4)CC3)c2cc1OC	1.0	0.2	-3	nt	-4	9	0	-15	-1
Cc1ccc(OCCSc2nnc(C)c(=O)n2N)cc1	-3.9	-2.2	10	1	10	-1	-3	-9	4
CCCOc1c(Br)cc(C(N)=O)cc1OCC	-2.5	-1.7	-6	-6	-22	0	-2	-2	2
COc1ccc(N(CC(=O)N2CCC(Cc3ccccc3)CC2)S(C)(=O)=O)cc1	-2.3	-3.3	3	4	-17	1	-19	8	3
CC1(C)Cc2noc(N)c2C(C)(C)N1O	-0.6	-0.2	10	3	-1	0	4	-2	2
COc1cccc(N(Cc2nnc3n2CCCCC3)C(=O)Nc2ccccc2)c1	-6.4	-5.1	-12	-3	-1	5	-7	5	3
O=C(Cn1c(=O)cnc2ccccc21)N1CCN(S(=O)(=O)c2ccc(F)cc2)CC1	nt	nt	nt	-4	-5	2	nt	nt	-2
CC1CCC(C(=O)NC(C(=O)NCc2cccnc2)C(C)C)CC1 (centres undefined)	-2.5	-2.9	21	-4	3	1	-10	0	-1
O=C(CN1CCSCC1)c1c[nH]c2ccccc12	-0.1	-1.5	12	0	-8	-1	2	0	-4
COc1cccc(OC)c1C(=O)Nc1nnc(-c2cccs2)s1	-4.0	-3.3	12	-2	-7	-8	-5	5	-1
O=C(CCC(=O)OCC(F)(F)C(F)F)Nc1ccccc1F	-3.7	-3.5	11	-7	5	-3	-13	-8	0
N#Cc1ccc(NC(=O)Cn2cnc(S(=O)(=O)N3CCCC3)c2)cc1	1.7	0.3	6	-7	-4	-4	-18	3	7
CCOC(=O)CCNC(=O)N1CCCC(C(=O)c2cccc(OC(C)C)c2)C1 (centres undefined)	-2.2	-2.4	7	-1	-3	3	-2	-1	3
O=C(CSc1cccc2cccnc12)Nc1cc(C(=O)O)cc(C(=O)O)c1	-1.1	0.9	6	-11	-2	1	-3	8	-2
CCC(=O)c1cn(CCOc2ccccc2OC)c2ccccc12	0.4	-1.5	-2	-8	-1	2	-11	-1	0
O=S(=O)(NCc1csc(-c2cccs2)n1)c1cccs1	-2.3	-2.1	13	-4	6	-1	-10	2	-2
CCC(C)n1c(-c2cc(OC)c(OC)c(OC)c2)nc2nc3ccccc3nc21 (centres undefined)	-1.2	-1.3	9	nt	nt	2	-14	-12	nt
CC1CCc2c(sc(NC(=O)COC(=O)c3ccc(NC(=O)CC#N)cc3)c2C#N)C1 (centres undefined)	nt	nt	nt	-2	-14	-3	nt	nt	1
N#Cc1cc(-c2ccccc2)cnc1Sc1ccccc1	-1.3	-0.6	2	-5	30	1	2	-1	1
O=C(c1ccccc1)N1CCN(CC(O)COc2cccc3ccccc23)CC1 (centres undefined)	-0.9	-4.3	7	-14	13	3	-10	-11	4
COc1ccc(NC2CCCN(C(=O)c3cccc(N4CCNC4=O)c3)C2)cc1 (centres undefined)	-2.6	-2.2	-4	0	-3	1	-4	4	3
CC(/C=C/c1ccco1)=N\NC(=O)c1cccc(Cl)c1	-4.5	-3.2	-2	0	-2	3	1	3	3
O=C(CCC(=O)c1cccs1)Nc1nnc(C2CC2)s1	-1.8	-2.0	2	-5	20	2	-12	0	3
ONC(=Nc1ccccc1)c1ccccc1Cl	0.6	-3.3	-12	-4	-2	0	-16	-1	3
Cc1cccc2sc(N3CCN(C(=O)c4cccs4)CC3)nc12	nt	nt	nt	-5	7	0	nt	nt	-2
Clc1ccc(-c2nnc(NC3=NCCCCC3)o2)cc1	-0.6	-2.4	8	-4	19	1	0	10	4
CCNC(=O)Nc1cc(OC)c(OC)cc1C(=O)O	-0.5	-1.8	20	-5	5	-6	6	5	4
OCCC1CN(Cc2cn[nH]c2C2CCCCC2)CCN1Cc1ccccc1 (centres undefined)	-1.9	-2.0	13	-4	1	6	-4	-6	-2
CSc1ccc(S(=O)(=O)Nc2ccc(OCC(=O)N3CCOCC3)cc2)cc1	-3.7	-2.2	18	-5	9	2	-2	1	5
CCOCCCNC(=S)N1CCC(C(=O)c2ccc3c(c2)OCCO3)CC1	-0.6	-1.3	0	-4	-2	1	-4	-1	0
O=C(O)/C(=N/NC(=O)c1ccc(Cl)cc1)c1ccccc1	-4.4	-2.3	9	-6	1	11	-2	-2	0
O=C(CCS(=O)(=O)c1cccs1)NC1CCCCCC1	-1.2	-0.4	17	-4	-10	4	-13	-3	1
Cc1ccc(NC(=O)CS(=O)CC(=O)NCCCc2ccccc2)cc1Cl (centres undefined)	-3.7	-3.3	-8	-10	-12	-4	6	0	-1
Cc1ccsc1C(=O)Nc1ccc(O)c(-c2nc3ccccc3s2)c1	-0.9	-1.3	?	-5	1	3	-12	9	4
Cc1ccc(NC(=O)c2sc3ncn(CC(=O)N4CCOCC4)c(=O)c3c2C)c(Br)c1	-0.7	-1.9	6	-9	1	3	6	0	1
CCCC(=O)NC(=S)Nc1ccc(C(C)=O)cc1	-4.4	-1.1	-6	-4	5	5	1	-7	-2
O=c1c2ccccc2ccc2ccccc12	nt	nt	nt	-4	7	0	nt	nt	-2
Cc1ccc(/C=N/Nc2ccccn2)s1	-4.0	-4.2	2	-9	-7	5	0	-13	3

# Gathered by group, the entries above with an aryl thioether with sulfur outside any ring (seven)
mol	VIM-2 inh	IMP-1 inhibitor	SUMO HTRF inh	GalR3 antag	CRFR2-BP antag	IDE inh	pCIP destab	HCV NS3 hel inh	IDE act
CC1CCCC(NC(=O)CSc2ncccc2C(=O)O)C1C (centres undefined)	-0.6	0.9	5	-3	33	-3	-6	0	2
Cc1nnc(SCC(=O)Nc2ccc(S(=O)(=O)N3CCCC3)cc2)n1N	-3.3	-1.6	-4	-1	12	-2	0	-13	0
CCC(=O)n1nc(-c2ccc(OC)cc2)nc1SC	-0.7	-0.2	0	-4	26	1	-9	0	1
Cc1ccc(OCCSc2nnc(C)c(=O)n2N)cc1	-3.9	-2.2	10	1	10	-1	-3	-9	4
O=C(CSc1cccc2cccnc12)Nc1cc(C(=O)O)cc(C(=O)O)c1	-1.1	0.9	6	-11	-2	1	-3	8	-2
N#Cc1cc(-c2ccccc2)cnc1Sc1ccccc1	-1.3	-0.6	2	-5	30	1	2	-1	1
CSc1ccc(S(=O)(=O)Nc2ccc(OCC(=O)N3CCOCC3)cc2)cc1	-3.7	-2.2	18	-5	9	2	-2	1	5
